KCNQ2 inh: KCNQ2 potassium channel inhibitors, primary screen, cell-based, CHO-K1, FluxOR thallium flux, B-score (AID 2156). O88943. 20 min; active compounds read low. B-score at 10 µM. 310,000 tested, 1.1% active;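 active = fluorescence ratio B-score at most minus 3 library SDs, with starting brightness B-score within 2 library SDs, cut at about -5.5 in these data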
STK33 kinase inh: blocks human STK33 kinase activity | AID 2661 | purified STK33, MBP phosphorylation, ADP-Glo luminescence | 320,000 tested, 0.073% active | inhibition, % at 10 µM;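 active = inhibition at or above 25%, using the most active replicate where run in duplicate; inactive = inhibition below 25%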
Target sequence (Q9BYT3 whole entry, looked up): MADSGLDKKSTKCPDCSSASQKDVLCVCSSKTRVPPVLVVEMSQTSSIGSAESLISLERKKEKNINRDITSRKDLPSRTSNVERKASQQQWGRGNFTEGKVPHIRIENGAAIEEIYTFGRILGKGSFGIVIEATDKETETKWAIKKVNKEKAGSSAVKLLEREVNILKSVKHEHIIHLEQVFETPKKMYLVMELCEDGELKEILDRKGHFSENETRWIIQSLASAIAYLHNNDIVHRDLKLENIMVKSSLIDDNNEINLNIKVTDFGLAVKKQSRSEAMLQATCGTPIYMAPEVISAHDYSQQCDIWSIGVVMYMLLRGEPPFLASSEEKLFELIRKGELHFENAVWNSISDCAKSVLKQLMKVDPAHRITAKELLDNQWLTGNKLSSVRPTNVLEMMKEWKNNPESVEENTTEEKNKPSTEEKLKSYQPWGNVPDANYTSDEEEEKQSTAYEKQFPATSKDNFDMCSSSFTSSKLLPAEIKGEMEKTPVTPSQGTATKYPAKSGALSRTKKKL
OX1R antag: blocks the human orexin 1 receptor | O43613 | OX1R-expressing cells, FRET antagonist read-out | inhibition, % at 6.6 µM | 330,000 tested, 1.8% active; in the data active = inhibition mostly above about 38%, no sharp cut-off; inactive = mostly below about 40%;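 note: 0% = agonist challenge alone and 100% = reference antagonist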
Target sequence (O43613 whole entry, looked up): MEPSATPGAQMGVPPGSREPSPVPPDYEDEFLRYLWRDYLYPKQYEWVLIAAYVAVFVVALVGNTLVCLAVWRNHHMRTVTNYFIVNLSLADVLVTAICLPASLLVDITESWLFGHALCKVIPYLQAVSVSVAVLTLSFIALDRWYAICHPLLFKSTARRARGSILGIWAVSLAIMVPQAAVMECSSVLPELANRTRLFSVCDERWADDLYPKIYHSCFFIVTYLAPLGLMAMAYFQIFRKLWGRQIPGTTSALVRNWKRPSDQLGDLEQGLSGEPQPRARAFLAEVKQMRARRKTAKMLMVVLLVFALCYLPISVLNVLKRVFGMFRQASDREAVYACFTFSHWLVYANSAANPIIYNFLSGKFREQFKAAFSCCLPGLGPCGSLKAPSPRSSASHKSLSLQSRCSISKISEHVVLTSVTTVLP
An asterisk follows results filed as active. Hits appear at their usual frequency; any-hit rate near 2.7%.

For CC(NC(=O)CNC(=O)[C@@H]1Cc2ccccc2CN1)c1ccccc1 (stereo not given in full) the results were KCNQ2 inh inactive, STK33 kinase inh 0.4 and OX1R antag 13.
`CC(C)(C)[C@H]1COC(=O)[C@@H](Cc2ccc(F)cc2)CC/C=C/C[C@@H](CC(=O)N[C@@H](CO)Cc2ccccc2)C(=O)N1` gave STK33 kinase inh -0.7 and OX1R antag 20.
For COc1ccc(CNC(=O)C2(CC3CC(c4ccccc4)=NO3)CCN(C(=O)C3(C)CC3)CC2)cc1 (stereo not given) the results were KCNQ2 inh inactive, STK33 kinase inh 0.5 and OX1R antag 40.
Screening COC(=O)C1CC(O)CN1C(=O)NC1CCCCC1 (stereo not given) returned KCNQ2 inh inactive, STK33 kinase inh -1.9 and OX1R antag 9.
For COCCCNC(=O)c1oc2ccc(S(=O)(=O)N(C)C3CCCCC3)cc2c1C the results were KCNQ2 inh inactive, STK33 kinase inh -1.0 and OX1R antag 7.
Screening COc1ccc(CCNC(=O)COC(=O)/C=C/c2cccs2)cc1 returned KCNQ2 inh inactive, STK33 kinase inh -0.7 and OX1R antag 19.
Screening CC(C)Oc1ccc(C(CC(=O)NCc2ccco2)c2ccccc2)cc1 (stereo not given) returned KCNQ2 inh inactive, STK33 kinase inh -0.6 and OX1R antag 1.
`COc1ccc(NC(=O)CN(C)C(=O)c2cc(S(=O)(=O)N3CCCCCC3)ccc2OC)cc1` gave KCNQ2 inh inactive, STK33 kinase inh 0.0 and OX1R antag 15.
For CC(C)Cn1nc(-c2ccccc2)c2ccccc2c1=O the results were KCNQ2 inh inactive, STK33 kinase inh -0.7 and OX1R antag 2.
`COc1ccc2[nH]cc(CCNC(=O)c3ccc([N+](=O)[O-])cc3)c2c1` gave KCNQ2 inh inactive, STK33 kinase inh -0.8 and OX1R antag 22.
CN(C)/C=C/C(=C\C(=O)C(F)(F)F)Nc1ccc(C(F)(F)F)cc1 was read as KCNQ2 inh inactive, STK33 kinase inh -1.5 and OX1R antag 0.
Screening O=C1CC(c2ccco2)CC(O)=C1C=Nc1cc(Cl)ccc1Cl (stereo not given) returned KCNQ2 inh inactive, STK33 kinase inh -1.1 and OX1R antag 26.
`COc1ccc(NS(=O)(=O)c2cc3c4c(c2)C(C)C(=O)N4CCC3)cc1` (stereo not given) gave KCNQ2 inh inactive, STK33 kinase inh 1.5 and OX1R antag 5.
For Cc1ccc(C(=O)Nc2ncnc3sc4c(c23)CCCCC4)cc1 the results were KCNQ2 inh inactive, STK33 kinase inh -0.2 and OX1R antag 10.
For CC1(C)CC[C@]2(C(=O)O[C@@H]3O[C@H](CO)[C@@H](O)[C@H](O)[C@H]3O)CC[C@]3(C)C(=CCC4[C@@]5(C)CC[C@H](O[C@@H]6O[C@H](C(=O)O)[C@@H](O[C@H]7OC[C@@H](O)[C@@H](O)[C@@H]7O)[C@H](O)[C@H]6O)C(C)(C)C5CC[C@]43C)[C@@H]2C1 (stereo not given in full) the results were STK33 kinase inh -0.1 and OX1R antag 10.
For C/C(=N\Nc1nc2ccccc2[nH]1)c1ccc2c(c1)OCO2 the results were KCNQ2 inh inactive, STK33 kinase inh 21 and OX1R antag 26.
`S=C(Nc1cccnc1)N1CCCCC1` gave KCNQ2 inh inactive, STK33 kinase inh -0.9 and OX1R antag 0.
`CCCc1cc(Nc2ccc(C)cc2)n2ncnc2n1` gave KCNQ2 inh inactive and STK33 kinase inh 0.1.
`CCOc1ccc(S(=O)(=O)NCCC(=O)NCc2ccccn2)cc1` gave KCNQ2 inh inactive, STK33 kinase inh 0.1 and OX1R antag -2.
Screening CCOC(=O)c1c(NC(=O)C2CCCO2)sc(C)c1C (stereo not given) returned KCNQ2 inh inactive, STK33 kinase inh 0.5 and OX1R antag 9.
`O=C(CCCN1C(=O)NC2(CCCC2)C1=O)Nc1ccc(F)cc1` gave STK33 kinase inh -0.3 and OX1R antag -3.
`CCC1CCCCN1C(=S)NC(=O)c1cc(S(=O)(=O)N2CCOCC2)ccc1C` (stereo not given) gave KCNQ2 inh inactive, STK33 kinase inh -0.3 and OX1R antag 21.
Screening COc1ccc(C2NC(=O)c3ccccc3O2)cc1 (stereo not given) returned KCNQ2 inh inactive, STK33 kinase inh -0.8 and OX1R antag -2.
Screening Cn1nc(N2CCN(S(=O)(=O)c3ccccc3)CC2)c(=O)n(C)c1=O returned STK33 kinase inh -0.6 and OX1R antag 5.
CCc1ccc(C(=O)NNC(=O)c2ccc3c(=O)n4c(nc3c2)CCC4)cc1 was read as KCNQ2 inh inactive, STK33 kinase inh 1.8 and OX1R antag -4.
For CC(=O)Nc1cc(NC(C)=O)ncn1 the results were KCNQ2 inh inactive, STK33 kinase inh -1.0 and OX1R antag 2.
Screening O=C(NC(=S)N1CCCC(C(F)(F)F)C1)c1ccc(F)cc1 (stereo not given) returned KCNQ2 inh inactive, STK33 kinase inh -0.5 and OX1R antag 12.
O=S(=O)(c1cccc(C(F)(F)F)c1)N1CCN(C(=S)NC2CC2)CC1 was read as KCNQ2 inh inactive, STK33 kinase inh 2.0 and OX1R antag 11.
Screening CCOC(=O)C1CCN(C(=O)c2cccc(S(=O)(=O)N3CCc4ccccc43)c2)CC1 returned STK33 kinase inh -0.3 and OX1R antag 5.
Screening Cc1cc(C)nc(N2CCC(C(=O)NNC(=O)c3ccc(Cl)cc3)CC2)n1 returned KCNQ2 inh inactive, STK33 kinase inh -1.2 and OX1R antag 11.
For O=C(COC(=O)c1ccc(Br)o1)NC1CCCc2ccccc21 (stereo not given) the results were STK33 kinase inh 0.8 and OX1R antag 6.
CC(=O)Nc1ccc(S(=O)(=O)N2CCC(NC(=O)C(Cc3cccc(F)c3)NC(C)=O)CC2)cc1 (stereo not given) was read as KCNQ2 inh inactive, STK33 kinase inh 0.7 and OX1R antag 8.
For CCOc1ccc(NC(=O)c2nsc(Cl)c2Cl)cc1 the results were KCNQ2 inh inactive, STK33 kinase inh -1.3 and OX1R antag 16.
COc1ccccc1CNC(=O)COC(=O)c1cc(S(=O)(=O)N2CCOCC2)ccc1Cl was read as KCNQ2 inh inactive, STK33 kinase inh -0.8 and OX1R antag 14.
CCCNC(=O)Cn1c(=O)n(C)c2ccccc21 was read as KCNQ2 inh inactive, STK33 kinase inh 0.8 and OX1R antag 5.
Screening Cc1cccc(Cn2c(=O)oc3ccc(C)cc32)c1 returned KCNQ2 inh inactive, STK33 kinase inh -2.8 and OX1R antag 9.
For COc1cc(CN2CCNC(=O)C2CC(=O)N2CCCN(C(C)=O)CC2)cc(OC)c1 (stereo not given) the results were KCNQ2 inh inactive, STK33 kinase inh -0.2 and OX1R antag 21.
For COC(=O)c1c(C)noc1-c1snnc1C the results were KCNQ2 inh inactive, STK33 kinase inh -1.2 and OX1R antag 12.
For COc1c(Br)cc([N+](=O)[O-])c(OC)c1C(=O)NC(=O)Nc1cc(Cl)cc(Cl)c1 the results were KCNQ2 inh inactive, STK33 kinase inh 0.5 and OX1R antag 1.
`O=C(Nc1cccc2ccccc12)N1CCCN(c2c(Cl)cncc2Cl)CC1` gave KCNQ2 inh inactive, STK33 kinase inh 2.3 and OX1R antag 16.

Among those listed so far, these have a furan ring, fused or not.
For COCCCNC(=O)c1oc2ccc(S(=O)(=O)N(C)C3CCCCC3)cc2c1C the results were KCNQ2 inh inactive, STK33 kinase inh -1.0 and OX1R antag 7.
Screening CC(C)Oc1ccc(C(CC(=O)NCc2ccco2)c2ccccc2)cc1 (stereo not given) returned KCNQ2 inh inactive, STK33 kinase inh -0.6 and OX1R antag 1.
Screening O=C1CC(c2ccco2)CC(O)=C1C=Nc1cc(Cl)ccc1Cl (stereo not given) returned KCNQ2 inh inactive, STK33 kinase inh -1.1 and OX1R antag 26.
For O=C(COC(=O)c1ccc(Br)o1)NC1CCCc2ccccc21 (stereo not given) the results were STK33 kinase inh 0.8 and OX1R antag 6.

More structures:
Screening Cc1nc(SCC(=O)Nc2ccc(S(=O)(=O)N3CCOCC3)cc2)c2c(C)c(C)sc2n1 returned STK33 kinase inh -1.9 and OX1R antag 11.
`COc1cccc(CC(=O)Nc2sc3c(c2C(N)=O)CCCC3)c1` gave KCNQ2 inh inactive, STK33 kinase inh -0.7 and OX1R antag 17.
Screening CC1CC(C)CN(c2cc3c(cc2[N+](=O)[O-])C(=O)N(c2ccccc2)C3=O)C1 (stereo not given) returned KCNQ2 inh inactive, STK33 kinase inh -0.3 and OX1R antag 5.
For CCOC(=O)C1(Cc2ccccc2)CCN(Cc2cn(CC(=O)OC)c3ccccc23)CC1 the results were KCNQ2 inh inactive, STK33 kinase inh -1.0 and OX1R antag 7.
O=C(c1ccc2c(c1)OCO2)N1CCN(S(=O)(=O)c2ccc(Br)cc2Cl)CC1 was read as STK33 kinase inh -1.3 and OX1R antag 1.
`CCOC(=O)C(=O)N1CCN(c2nc(-c3ccc(Cl)cc3)cs2)CC1` gave KCNQ2 inh inactive, STK33 kinase inh -1.0 and OX1R antag -4.
CC(=O)c1ccc(NS(=O)(=O)c2c(C)cc(C)cc2C)cc1 was read as KCNQ2 inh inactive, STK33 kinase inh 0.3 and OX1R antag 36.
For Cc1cc(N2CCOCC2)cc(C)[n+]1[O-] the results were KCNQ2 inh inactive, STK33 kinase inh -1.5 and OX1R antag 10.
O=C(N/N=C/c1coc2ccccc2c1=O)c1cc(Br)c(O)c(Br)c1 was read as KCNQ2 inh inactive and STK33 kinase inh 17.
For COc1ccc(NC(=O)/C(C#N)=C/c2ccc(OCc3ccccc3F)cc2)cc1 the results were KCNQ2 inh inactive, STK33 kinase inh -1.0 and OX1R antag -6.
For Cc1ccc(N(CC(=O)NCCc2ccc(F)cc2)S(=O)(=O)c2ccc(Cl)c([N+](=O)[O-])c2)c(C)c1 the results were KCNQ2 inh inactive, STK33 kinase inh -3.3 and OX1R antag 18.
Screening COc1cccc(C2CCCN2Cc2nc(CCC(C)C)no2)c1 (stereo not given) returned KCNQ2 inh inactive, STK33 kinase inh 0.1 and OX1R antag 7.
Screening CCN(CCCNC(=O)c1ccc(N2CCCC2=O)cc1)c1cccc(C)c1 returned KCNQ2 inh inactive, STK33 kinase inh -3.0 and OX1R antag 38.
`CN(C)/C=N/c1ncc(C(=O)c2ccc(Cl)cc2)s1` gave KCNQ2 inh inactive, STK33 kinase inh -0.2 and OX1R antag 23.
Screening CCCCn1c2c(c(=O)n(C)c1=O)C(c1ccc(OC)cc1)N1CCCCCC1=N2 (stereo not given) returned KCNQ2 inh inactive, STK33 kinase inh -1.0 and OX1R antag 19.
`CC(=O)C1=C(C)OC(N)=C(C#N)C1c1cccc2ccccc12` (stereo not given) gave KCNQ2 inh inactive, STK33 kinase inh -0.6 and OX1R antag 14.
For CSC1=NC(=O)/C(=C\c2cccc3ccccc23)S1 the results were KCNQ2 inh inactive, STK33 kinase inh 0.4 and OX1R antag 64.
Screening COc1ccc(CCNC(=O)C2CC3Cn4c(nc5ccccc54)C3N2C)cc1 (stereo not given) returned KCNQ2 inh inactive, STK33 kinase inh -0.5 and OX1R antag 35.
Screening O=C(OCCN1CCOCC1)C(c1ccccc1)c1ccccc1 returned KCNQ2 inh inactive, STK33 kinase inh -0.5 and OX1R antag 16.
For CN(C(=O)c1ccco1)c1nc(-c2ccc(F)cc2)cs1 the results were KCNQ2 inh inactive, STK33 kinase inh -1.8 and OX1R antag 11.
Cc1sc2nc(CN3CCOCC3)nc(Cl)c2c1C was read as KCNQ2 inh inactive, STK33 kinase inh -0.8 and OX1R antag 6.
O=C(N/N=C\c1ccc[nH]1)C1COc2ccccc2O1 (stereo not given) was read as KCNQ2 inh inactive, STK33 kinase inh -7.3 and OX1R antag 14.
For Cc1cccc(CSc2nc3[nH]ncc3c(=O)[nH]2)c1 the results were KCNQ2 inh inactive, STK33 kinase inh -1.2 and OX1R antag 11.
`COc1cc(/C=C/[N+](=O)[O-])ccc1OC(=O)c1cc2ccccc2oc1=O` gave KCNQ2 inh inactive, STK33 kinase inh 2.8 and OX1R antag 39.
For Cc1ccc(S(=O)(=O)NC(C)(C)CN2CCNCC2)cc1 the results were KCNQ2 inh inactive, STK33 kinase inh -0.7 and OX1R antag 30.
`O=C(N/N=C\CCc1ccccc1)c1ccco1` gave KCNQ2 inh inactive, STK33 kinase inh -1.2 and OX1R antag 12.
Screening CC1CCN(C(=O)CC(NC(=O)c2ccccc2Cl)c2ccccc2)CC1 (stereo not given) returned KCNQ2 inh inactive, STK33 kinase inh -0.8 and OX1R antag 32.
For Cc1ccn(CCC(=O)NC2CCCc3c2cnn3-c2cccc(C)c2C)n1 (stereo not given) the results were KCNQ2 inh inactive, STK33 kinase inh 0.4 and OX1R antag 18.
COCc1cc(C)nc(SCC[N+](C)(C)CC(=O)Nc2cccc(C)c2)c1C#N was read as KCNQ2 inh inactive, STK33 kinase inh -0.2 and OX1R antag 33.

Quoted at random: 2 compounds from above.
`COc1cccc(CC(=O)Nc2sc3c(c2C(N)=O)CCCC3)c1` gave KCNQ2 inh inactive, STK33 kinase inh -0.7 and OX1R antag 17.
For Cc1cccc(CSc2nc3[nH]ncc3c(=O)[nH]2)c1 the results were KCNQ2 inh inactive, STK33 kinase inh -1.2 and OX1R antag 11.

From PubChem
